Screening data deposited in PubChem by Southern Research Specialized Biocontainment Screening Center.
H1N1 NS1A inhibition = NS1A inhibition, H1N1 influenza, cell based functional assay (AID 504329); one-dose inhibition, % at 12.5 µM; IC50 in µM for titrated hits; NS1A functional cell-based assay, percent inhibition; higher % means a stronger effect; 0.3% of 340,000 active; in the data active = a potency from the dose series; inconclusive = inhibition above about 27% without an active follow-up result; note: strong numbers were not always called active
tuberculosis growth = growth inhibition of non-replicating M. tuberculosis (AID 488890). Mycobacterium tuberculosis non-replicating, growth inhibition; higher % means a stronger effect. 0.39% of 320,000 active. inhibition, % at 25 µM; hits with a dose series show IC50 in µM; in the data active = a potency from the dose series; inconclusive = inhibition mostly from about 82% at the one dose, without a potency; inactive = the rest, 99 in 100 with inhibition below about 76%;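 note: plate controls were DMSO cells for no effect and high antibiotic wells for full effect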
PhoP GFP inhibition = PhoP regulon inhibitors, Salmonella typhi PhoP promoter GFP reporter, confirmatory (AID 1850); Salmonella Typhi PhoP-promoter GFP reporter, fluorescence, 4 h; higher % means a stronger effect; inhibition, % at 50 µM, or IC50 in µM where a hit was titrated; 0.33% of 310,000 active; in the data active = a potency from the dose series; inconclusive = inhibition mostly from about 25% at the one dose, without a potency; inactive = the rest, 99 in 100 with inhibition below about 19%;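 note: 0% = induced wells with vehicle and 100% = uninduced wells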
M. tuberculosis HTS = M. tuberculosis growth inhibition, HTS (AID 449762). M. tuberculosis H37Rv growth inhibition, 7H9 media; higher % means a stronger effect. one-dose inhibition, % at 25 µM; IC50 in µM for titrated hits. 0.59% of 330,000 active; in the data active = a potency from the dose series; inconclusive = inhibition above about 70% without an active follow-up result;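 note: bacterial growth assessed after seven days of incubation; strong numbers were not always called active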
VEEV TC-83 Vero = inhibitors of VEEV TC-83 cytopathic effect, confirmation, Vero cells (AID 588727); Vero cells, VEEV TC-83 cytopathic effect inhibition; higher % means a stronger effect; inhibition, % at 20 µM, or IC50 in µM where a hit was titrated; 0.13% of 350,000 active; in the data active = a potency from the dose series; inconclusive = inhibition mostly from about 14% at the one dose, without a potency; inactive = the rest, 99 in 100 with inhibition below about 12%; note: strong numbers were not always called active
VEEV TC-83 Vero 10K pilot screen = recorded beside VEEV TC-83 Vero, whose call it bears; inhibition, %; measured here: 10K pilot screen inhibition
Starred values were filed as active, the others as inactive; i = inactive; ? = inconclusive; . = no result given. Rows were taken by chance (roughly 1.5% active in at least one column).

The first 16 records as a preview:
SMILES	H1N1 NS1A inhibition	tuberculosis growth	PhoP GFP inhibition	M. tuberculosis HTS	VEEV TC-83 Vero	others
CC12CCC(=O)N1C(C(=O)Nc1ccc(F)cc1)CS2 (stereo not given)	-5%	-12%	-2%	-10%	1.1%
CCN(CC)CCn1c(NCc2cccc(OC)c2)nc2ccccc21	-2%	13%	-3%	13%	i
NC(=O)NC1(C(=O)O)CCCC1	12%	.	.	.	i
Cc1nc2ccccc2c(=O)n1-c1ccc(F)cc1	6%	-10%	-13%	-11%	i
O=C(CCNC(=O)c1ccc(Br)o1)NCc1ccc(Cl)cc1	-10%	2%	-13%	0%	i
O=C(COc1ccccc1)Nc1nc2c(s1)CCCC2	-7%	29%	5%	-4%	3.0%
CCOc1ccccc1NC(=O)c1nc(S(=O)(=O)Cc2cccc(C)c2)ncc1Cl	5%	20%	-15%	5%	?
CCN1CCN(C(=S)Nc2ccc(Cl)cc2Cl)CC1	-3%	5%	6%	-4%	0.8%
O=C(NP(=O)(N1CCCC1)N1CCCC1)C1=C(N2CCOCC2)/C(=C/c2cccc([N+](=O)[O-])c2)CC1	3%	-12%	-8%	1%	i
COc1cc2c(cc1OC)C(C(=O)NC1CC1)C1c3ccccc3CCN1C2=O (stereo not given)	5%	.	7%	-4%	0.2%
O=C(CNC(=O)c1cccs1)OCc1ccc(Cl)cc1	4%	67%	8%	-6%	i
Cc1ccccc1NC(=O)CC1c2ccccc2CC(C)(C)N1C (stereo not given)	-7%	3%	2%	-1%	i
CCCNC(=O)COC(=O)c1[nH]c(C)c(C(=O)OCC)c1C	-3%	17%	9%	10%	3.9%
COc1ccc(CNC(=O)c2ccc(N3CCCC3=O)cc2)cc1	-22%	-6%	0%	-3%	0.2%
COc1ccc(NC(=S)NCCc2c(C)[nH]c3ccc(OC)cc23)cc1	10%	-9%	-8%	9%	0.7%
COCCNC(=O)c1cccc(OC2CCN(Cc3ccc(Cl)c(F)c3)CC2)c1	2%	55%	-7%	4%	0.6%

The list itself (from the top)
SMILES	H1N1 NS1A inhibition	tuberculosis growth	PhoP GFP inhibition	M. tuberculosis HTS	VEEV TC-83 Vero	others
CC12CCC(=O)N1C(C(=O)Nc1ccc(F)cc1)CS2 (stereo not given)	-5%	-12%	-2%	-10%	1.1%
CCN(CC)CCn1c(NCc2cccc(OC)c2)nc2ccccc21	-2%	13%	-3%	13%	i
NC(=O)NC1(C(=O)O)CCCC1	12%	.	.	.	i
Cc1nc2ccccc2c(=O)n1-c1ccc(F)cc1	6%	-10%	-13%	-11%	i
O=C(CCNC(=O)c1ccc(Br)o1)NCc1ccc(Cl)cc1	-10%	2%	-13%	0%	i
O=C(COc1ccccc1)Nc1nc2c(s1)CCCC2	-7%	29%	5%	-4%	3.0%
CCOc1ccccc1NC(=O)c1nc(S(=O)(=O)Cc2cccc(C)c2)ncc1Cl	5%	20%	-15%	5%	?
CCN1CCN(C(=S)Nc2ccc(Cl)cc2Cl)CC1	-3%	5%	6%	-4%	0.8%
O=C(NP(=O)(N1CCCC1)N1CCCC1)C1=C(N2CCOCC2)/C(=C/c2cccc([N+](=O)[O-])c2)CC1	3%	-12%	-8%	1%	i
COc1cc2c(cc1OC)C(C(=O)NC1CC1)C1c3ccccc3CCN1C2=O (stereo not given)	5%	.	7%	-4%	0.2%
O=C(CNC(=O)c1cccs1)OCc1ccc(Cl)cc1	4%	67%	8%	-6%	i
Cc1ccccc1NC(=O)CC1c2ccccc2CC(C)(C)N1C (stereo not given)	-7%	3%	2%	-1%	i
CCCNC(=O)COC(=O)c1[nH]c(C)c(C(=O)OCC)c1C	-3%	17%	9%	10%	3.9%
COc1ccc(CNC(=O)c2ccc(N3CCCC3=O)cc2)cc1	-22%	-6%	0%	-3%	0.2%
COc1ccc(NC(=S)NCCc2c(C)[nH]c3ccc(OC)cc23)cc1	10%	-9%	-8%	9%	0.7%
COCCNC(=O)c1cccc(OC2CCN(Cc3ccc(Cl)c(F)c3)CC2)c1	2%	55%	-7%	4%	0.6%
CC(C)COC(=O)c1cc(-c2ccc(/C=N/n3cnnc3)o2)ccc1Cl	-5%	72%	2%	-15%	i
CCn1cc(C(=O)NCCCN2CCC(C)CC2)c(=O)c2cc(S(=O)(=O)N(C)C3CCCCC3)ccc21	0%	47%	-21%	6%	i
Fc1cccc(F)c1CN1CCN(c2ccc(Cl)cc2)CC1	-2%	27%	2%	12%	0.5%
CC(C)Oc1ccc(C2CC(=O)N(c3ccccc3)C2=O)cc1 (stereo not given)	0%	-9%	8%	3%	0.5%
CCCNc1nc2c(c(=O)[nH]c(=O)n2C)n1CCC(C)C	4%	-5%	-13%	-7%	2.2%
O=C(NCC(F)(F)F)c1ccc(S(=O)(=O)Nc2ccccc2N2CCCC2)cc1	14%	75%	.	-5%	0.4%
CS(=O)(=O)N1CCN(c2ccccc2NC(=O)C(c2ccccc2)c2ccccc2)CC1	-7%	6%	9%	3%	i
CCc1cc(N2CCOCC2)cc2c1[nH]c1ccccc12	8%	9%	-10%	-3%	i
O=C(CSc1nnc(-c2cccnc2)n1-c1ccccc1)NCc1ccc2c(c1)OCO2	5%	8%	-6%	7%	i
COc1ccccc1NC(=O)COC(=O)C1CC2CCCC(C1)C2=O (stereo not given)	-22%	-5%	.	0%	3.5%
CC(C)CCNC(=O)C(=O)NCC1OCCCN1S(=O)(=O)c1cccs1 (stereo not given)	-4%	-5%	0%	-5%	2.1%
COc1ccccc1N1CCN(Cc2ccccc2F)CC1	-8%	3%	0%	8%	i
C/C(=N\S(=O)(=O)c1ccc(C)cc1)Nc1cc(C(C)C)c(O)cc1C	12%	14%	-4%	5%	1.1%
CC(C)N(C(=O)Cn1c(=O)oc2ccccc21)c1ccccc1	-11%	-1%	3%	3%	i
Cc1ccc(C2=NOC(C)(c3sc(-c4ccc(Cl)cc4)nc3C)C2)cc1 (stereo not given)	10%	48%	11%	66%	0.1%
COc1cccc2cc(C(=O)N3CCN(C(=O)c4ccco4)CC3)c(=O)oc12	-4%	-1%	-15%	-5%	i
Cc1ccc(SCc2noc(C(=O)NC(C)C)c2C(=O)O)cc1C	-8%	14%	-6%	1%	i	VEEV TC-83 Vero 10K pilot screen=1.8
CCOC(=O)c1c(NC(=O)CSc2nnc(-c3cccnc3)o2)sc(C(C)=O)c1C	-5%	33%	-10%	-7%	5.2%
CCOc1c2ccc(C(=O)NCc3ccc(OC(F)(F)F)cc3)cc2nn1C	-3%	7%	1%	13%	0.1%	VEEV TC-83 Vero 10K pilot screen=1.5
Cc1ccc(NC(=O)c2sc3nc[nH]c(=O)c3c2C)c(C)c1	-13%	-7%	1%	-4%	1.5%
COc1ccc(NC(=O)COC(=O)c2ccc(S(=O)(=O)N3CCCC3)cc2)cc1OC	-4%	-6%	.	0%	i
Cc1cccc(NC(=O)C(=O)NCCCc2ccccc2)c1	.	68%	-3%	8%	.
COc1ccc2nc(Nc3nc4cc5c(cc4s3)OCCO5)sc2c1	-15%	74%	-14%	69%	11%
CC(=O)Nc1ccc2c(COC(=O)[C@H](C)N3C(=O)C4CCCCC4C3=O)cc(=O)oc2c1 (stereo not given in full)	-6%	13%	-4%	-3%	1.6%
O=C(Nc1ccc(Cl)c(S(=O)(=O)N2CCCCC2)c1)c1ccco1	-4%	28%	.	-5%	8.3%
CC(C)n1c(-c2cccs2)nc2ccccc21	9%	79%	0%	18%	3.1%
COC(=O)c1sc2ncn(N)c(=O)c2c1C	.	-11%	-2%	-13%	.
CCCc1n[nH]c2c1C(=O)C(C(=O)OC)C(C)(C)C2 (stereo not given)	1%	3%	-4%	2%	0.8%
Cc1ccc(-c2cc(-c3ccccc3)nc(NN)n2)cc1	-21%	24%	11%	10%	2.0%
COc1cccc(-c2cc(C(=O)Nc3cc(C)on3)no2)c1	8%	68%	-12%	3%	2.7%
COC(=O)c1ccc(-n2c(C)cc(C(=O)COC(=O)CNS(=O)(=O)c3ccc(C)cc3)c2C)cc1	1%	44%	-10%	0%	0.6%
CCOC(=S)SCC(=O)N1CCc2cc(OC)ccc2C1C1C(=O)CCCC1=O (stereo not given)	5%	5%	-6%	3%	0.7%
COc1ccc(C(=O)C2C(c3ccc(-c4ccccc4[N+](=O)[O-])o3)NC(=O)NC2(O)C(F)(F)F)cc1 (stereo not given)	13%	3%	-2%	8%	5.0%
N#CC1=C(S)N(c2ccccc2)C(c2ccc(-c3ccc(Cl)c(Cl)c3)o2)NC1=O (stereo not given)	-7%	?	1%	69%	1.8%
CCCCC(=O)Nc1nc2c(OC)ccc(OC)c2s1	-3%	-1%	0%	3%	0.8%
CC(C)(C)CN1CCNC(=O)C1CC(=O)NCCc1cnn(-c2ccccc2)c1 (stereo not given)	0%	13%	5%	0%	1.7%
Cc1noc(C)c1COC(=O)CNC(=O)c1cccc(F)c1	2%	-4%	8%	5%	i
O=C(COc1ccc2ccc(=O)oc2c1)Nc1ccc(CCO)cc1	-4%	3%	7%	3%	1.7%
Cc1nc(N2CCN(Cc3ccc4c(c3)OCO4)CC2)c2oc3ccccc3c2n1	-8%	.	.	.	3.9%
C=CCn1c(SCC(=O)Nc2cc(C)on2)nc2sc(CC)cc2c1=O	5%	-11%	13%	-1%	0.3%
CN(CC(=O)Nc1ccccc1C(F)(F)F)C(=O)Cc1ccc(S(=O)(=O)N2CCOCC2)s1	-17%	-8%	8%	-1%	0.5%
O=C(NCc1ccncc1)C1CCN(S(=O)(=O)Cc2ccccc2)CC1	-3%	-9%	16%	-4%	0.9%
C=C(Cl)COc1cc(C)cc2oc(=O)cc(CC)c12	0%	-11%	-3%	0%	i
Cc1ccc(CSc2nc3ccccc3c(=O)[nH]2)cc1	11%	0%	-5%	6%	0.3%
Carrying on:
SMILES	H1N1 NS1A inhibition	tuberculosis growth	PhoP GFP inhibition	M. tuberculosis HTS	VEEV TC-83 Vero	others
Cc1cc(NC(=O)CCCN2C(=O)c3cccnc3C2=O)no1	5%	-11%	-7%	-12%	0.3%
N/C(=N\OC(=O)COc1ccccc1Cl)c1ccc(Cl)cc1	-8%	69%	-9%	8%	1.3%
COc1cccc(OC)c1OCCCCN1CCCCC1	-1%	2%	-8%	4%	i
CCCNC(=O)c1c(CSc2ccc(Cl)cc2)noc1C(=O)NCc1ccccc1	5%	18%	-8%	8%	i
COC(CNC(=O)c1ccc2c(c1)ncn2-c1cccc(C)c1)OC	19%	-3%	4%	5%	0.2%
COc1cccc(/C=C/c2nc(C#N)c(NCC(C)C)o2)c1	-9%	34%	-2%	95%	0.1%
CN(C(=S)NC(=O)C12CC3CC(CC(C3)C1)C2)c1ccc(O)cc1	-15%	66%	.	?	5.3%
Cc1ccc2cccc(SCC(=O)NCC#N)c2n1	15%	4%	-16%	-3%	0.2%
CCc1ccc(NC(=O)C(=O)N/N=C(\C)CC(=O)Nc2ccccn2)cc1	-9%	59%	-4%	?	1.4%
CCCCn1c(N)c(N(Cc2ccccc2OC)C(=O)COc2cc(C)ccc2Cl)c(=O)[nH]c1=O	11%	2%	8%	2%	3.9%
COc1ccc(/C=N\NC(=O)c2ccccc2[N+](=O)[O-])cc1COc1c(F)c(F)c(F)c(F)c1F	-9%	7%	-3%	-1%	7.8%
CCC1CCCCN1CCCNC(=O)Cn1cnc2sc(C)c(S(=O)(=O)N3CCC(C)CC3)c2c1=O (stereo not given)	6%	11%	17%	-3%	0.9%
CCN(C(=O)CSc1nc2ccccc2n1C)C1CCS(=O)(=O)C1 (stereo not given)	-4%	-7%	.	-7%	i
CC(=O)c1ccc(OCC(O)CN2C(C)(C)CC(O)CC2(C)C)cc1 (stereo not given)	2%	2%	5%	-6%	i
O=C(C[C@@H]1C/C=C/CC[C@H](Cc2ccc(F)cc2)C(=O)OCCNC1=O)N[C@H](CO)Cc1ccccc1	-4%	34%	.	-4%	i
CC(=O)Nc1cccc(NC=C(C#N)C#N)c1	-17%	0%	-1%	0%	0.8%
COC(=O)c1cc(NS(=O)(=O)c2ccc(N3CCOCC3)c([N+](=O)[O-])c2)cc(C(=O)OC)c1	0%	-7%	-5%	-9%	1.5%
COc1ccc(N(C(C)=O)c2nc(C)cc(C)c2C#N)c(OC)c1	16%	12%	-22%	6%	i
Cc1cc(C(=O)OCC(=O)Nc2ccc(F)c(F)c2F)c(C)o1	-2%	10%	10%	-1%	i
